High-throughput results: PubChem BioAssay, several laboratories
DAX1 inh-1 = blocks DAX1 repression of SF-1 activated StAR promoter; HEK293T StAR-luciferase reporter, SF-1/DAX-1 repression relief; inhibition, % at 6.8 µM; 370,000 tested, 1.1% active; AID 652010;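 active = inhibition above the mean over all tested compounds plus 3 SD, cut at about 3.6% in these data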;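 also: 0% = DAX-1 cells with DMSO and 100% = cells lacking DAX-1 with DMSO; higher inhibition means more luminescence from relief of DAX-1 repression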
GC-A act = GC-A (human) enzyme activation. activation, % at 10 µM. 370,000 tested, 0.14% active. HEK293 GC-A cells, cGMP TR-FRET, EC30 ANP; 0% at EC30 ANP, 100% saturating ANP; in the data active = activation above about 40%
SMARCA2 act = increases SMARCA2 function in MMTV reporter cells | activation, % at 9.1 µM | MG213 cells, MMTV-luciferase reporter, dexamethasone, overnight | 370,000 tested, 1% active; in the data active = activation above about 7.8%;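 also: 0% = vehicle wells and 100% = reference activator wells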
ADAM10 inh = inhibits human ADAM10; O14672; recombinant ADAM10, EDANS/DABCYL FRET peptide cleavage, 3 h; inhibition, % at 7 µM; 370,000 tested, 0.62% active;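 active = inhibition above a per-campaign cutoff equal to the mean of compounds falling between control-based bounds plus 3 SD, cut at about 20% in these data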;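 also: 0% = DMSO wells while the 100% control is not disclosed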
Target sequence (O14672 214-748 limits assumed): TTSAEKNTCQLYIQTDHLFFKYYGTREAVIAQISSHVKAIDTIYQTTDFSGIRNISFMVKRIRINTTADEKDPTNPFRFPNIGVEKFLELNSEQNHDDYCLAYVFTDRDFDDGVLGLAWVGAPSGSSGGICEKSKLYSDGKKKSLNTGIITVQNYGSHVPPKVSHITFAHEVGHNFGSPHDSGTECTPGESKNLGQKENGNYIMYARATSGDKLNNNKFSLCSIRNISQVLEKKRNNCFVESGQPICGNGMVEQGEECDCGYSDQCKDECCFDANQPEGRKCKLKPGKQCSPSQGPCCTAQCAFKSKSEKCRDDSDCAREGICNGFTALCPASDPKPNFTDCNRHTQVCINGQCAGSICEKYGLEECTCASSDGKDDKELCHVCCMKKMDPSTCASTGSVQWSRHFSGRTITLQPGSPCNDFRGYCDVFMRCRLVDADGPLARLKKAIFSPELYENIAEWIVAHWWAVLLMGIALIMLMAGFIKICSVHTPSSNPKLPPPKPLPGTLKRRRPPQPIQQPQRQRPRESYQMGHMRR
ssDAF-12 act = S. stercoralis DAF-12 activation, primary screen; activation, % at 6.8 µM; AID 652126; 370,000 tested, 1% active; HEK293 ssDAF-12/GRIP1 lit1-tk-luc reporter, luminescence; % of 3 µM dafachronic acid response;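 active = activation above the mean over all tested compounds plus 3 SD, cut at about 0.9% in these data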;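 also: 0% = DMSO-only wells and 100% = 3 µM delta7-dafachronic acid wells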
DAX1 inh-2 = inhibits human nuclear receptor DAX1. P51843. AID 504766. inhibition, % at 6.75 µM. HEK293 Gal4-DAX1 luciferase reporter, luminescence. 340,000 tested, 0.99% active;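 active = inhibition above the mean over all tested compounds plus 3 SD, cut at about 4.2% in these data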;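 also: 0% = DAX1-transfected cells with DMSO and 100% = empty-vector control cells with DMSO; inhibition shows as a rise in luminescence from relieved DAX1 repression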
Target sequence (P51843 207-470 limits assumed): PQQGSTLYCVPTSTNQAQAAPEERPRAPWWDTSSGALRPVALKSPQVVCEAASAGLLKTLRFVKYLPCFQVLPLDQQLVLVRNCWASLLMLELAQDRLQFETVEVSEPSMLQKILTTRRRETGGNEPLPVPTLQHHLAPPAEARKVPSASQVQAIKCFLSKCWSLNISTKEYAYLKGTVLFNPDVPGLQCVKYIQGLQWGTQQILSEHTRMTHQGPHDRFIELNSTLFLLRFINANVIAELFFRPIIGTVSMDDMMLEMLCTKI
ADAM17 inh = inhibitors of human ADAM17. recombinant ADAM17, EDANS/DABCYL FRET peptide cleavage. inhibition, % at 6.95 µM. 370,000 tested, 0.83% active. AID 720648;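 active = inhibition above the mean of compounds lying between control limits plus 3 SD, set per campaign, cut at about 8.5% in these data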;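 also: 0% = DMSO-only wells as the low control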
GAA850 FXN act = frataxin GAA850 promoter activation | HEK293 lucGAA850 FXN promoter luciferase reporter, 24 h; percent of 10 µM SAHA response | activation, % at 6 µM | 360,000 tested, 0.56% active | AID 540364;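 active = activation above the average of all compounds screened plus 3 SD, cutoff fixed separately per campaign, cut at about 7.5% in these data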;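 also: 0% = DMSO wells and 100% = 10 µM SAHA wells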
hgDAF-12 ag = agonists of H. glycines DAF-12 nuclear receptor; HEK293 GAL4-hgDAF12 UAS-luciferase reporter, agonist luminescence; normalized to butyrate control; activation, % at 6.8 µM; 370,000 tested, 1.8% active;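 active = activation above a cutoff set at the mean of all screened compounds plus 3 SD, cut at about 10% in these data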;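 also: 0% = DMSO wells and 100% = sodium butyrate wells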
PG9 Ab binder = binds the HIV-1 gp120 antibody PG9 | TR-FRET gp120-PG9 antibody binding | inhibition, % at 6.7 µM | 360,000 tested, 0.43% active | AID 624416; in the data active = inhibition above about 8.5%
hcDAF-12 act = activates DAF-12 receptor from parasite H. contortus; HEK293 hcDAF-12 lit1-tk-luc reporter, luminescence; 0% DMSO, 100% Δ7-dafachronic acid; activation, % at 6.8 µM; 370,000 tested, 1.4% active; AID 652067;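 active = activation above the mean of all tested compounds plus 3 SD, cut at about 5.5% in these data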;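 also: 100% = response to 3 µM Δ7-dafachronic acid high control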
The depositor's hits bear a star; . = no result given.

SMILES | DAX1 inh-1 | GC-A act | SMARCA2 act | ADAM10 inh | ssDAF-12 act | DAX1 inh-2 | ADAM17 inh | GAA850 FXN act | hgDAF-12 ag | PG9 Ab binder | hcDAF-12 act
CC1=Nn2c(nnc2C2CCCCC2)SC1 | -0.3 | 4.2 | -3.4 | -8.7 | -1.1 | 2.1 | -3.0 | 0.6 | -0.3 | 1.2 | -0.6
CCOc1cc(NC(=S)NCCCN2CCOCC2)c(OCC)cc1NC(=O)C1CC1 | -0.2 | -0.5 | -1.7 | -2.2 | -1.2 | -0.8 | 2.6 | 2.5 | -0.2 | 0.6 | -2.1
O=C(NC(=S)Nc1ccccc1)c1cc([N+](=O)[O-])ccc1N1CCOCC1 | -0.5 | 4.8 | 1.3 | -3.4 | -1.2 | 0.8 | -1.1 | 0.9 | -0.1 | -0.5 | -1.1
O=C(COc1ccc(Cl)cc1)NCc1n[nH]c(=O)c2ccccc12 | -0.1 | -2.6 | 0.9 | -7.6 | -0.8 | 0.1 | -2.7 | 1.5 | 0.3 | -0.3 | -1.6
OCCC1CN(Cc2nc(-c3ccccc3)cs2)CCN1Cc1ccc(F)cc1 (centres undefined) | -1.8 | 1.3 | -4.5 | -2.4 | -1.9 | -2.3 | -7.0 | 0.1 | 1.4 | -0.9 | -0.6
O=C(NCCOc1ccc(F)cc1)C1CCC(=O)N(CCCN2CCOCC2)C1 (centres undefined) | 0.9 | 1.7 | -1.9 | 7.3 | -1.3 | 0.6 | -2.0 | 0.3 | 0.1 | -2.3 | -1.4
c1ccc2c(CSCCc3ccncc3)cccc2c1 | -1.2 | 2.3 | 1.2 | 7.4 | -1.1 | -1.1 | -1.2 | 5.4 | 0.3 | -1.5 | -0.2
COc1cc(C2CC(=O)Oc3ccc(C(C)(C)C)cc32)cc(OC)c1OC (centres undefined) | -0.5 | 5.2 | 2.6 | -0.2 | -0.8 | 1.2 | -2.6 | 1.6 | -1.6 | -0.7 | -1.6
CN1CCN(c2nc(-c3cccnc3)nc3scc(-c4ccccc4)c23)CC1 | 1.1 | -5.6 | -0.8 | -20.1 | -1.5 | 1.5 | -10.8 | 2.2 | -0.5 | 2.2 | 4.1
O=c1c2ccccc2c(-c2ccccc2)nn1-c1ccccn1 | -0.8 | -1.6 | 0.5 | -0.8 | -1.2 | -0.9 | -2.0 | 5.7 | -1.8 | 2.2 | -2.1
O=C1CCC(=O)N1c1ccc(S(=O)(=O)Nc2ccc(Br)cc2)cc1 | 0.2 | 2.5 | -2.5 | 7.5 | -1.0 | -0.6 | 2.0 | 0.6 | -1.9 | 0.9 | -1.1
CCCCS(=O)(=O)C(=C1Nc2ccccc2N1)S(=O)(=O)CCCC | -0.4 | -0.5 | -3.5 | 12.0 | -1.8 | -0.5 | 4.7 | 0.1 | 1.5 | 0.9 | -1.1
CCOc1ccc(-n2c(SCC(N)=O)nc3c(c2=O)SCC3)cc1 | -0.4 | 3.5 | -1.3 | 1.1 | -1.2 | -0.4 | 0.6 | -0.3 | -1.0 | -2.7 | 0.6
COc1ccc(-c2nnc(-c3cc4c(ccc5ccccc54)oc3=O)o2)cc1 | 0.1 | -0.7 | -1.5 | -91.1 | -0.4 | 1.4 | -27.9 | -0.4 | -1.8 | -1.6 | -1.0
CCOc1ccc(NC(=S)N(CCc2c(C)[nH]c3ccccc23)Cc2ccco2)cc1 | -0.8 | -0.7 | -2.4 | -7.7 | -0.8 | -0.2 | 4.5 | 0.0 | -2.4 | 1.3 | -1.0
CC(NC(=O)c1ccc([N+](=O)[O-])cc1Cl)C1CC2CCC1C2 (centres undefined) | 0.9 | 0.7 | -1.9 | 12.5 | -0.9 | 0.8 | 3.8 | 0.9 | 0.5 | -0.9 | 1.0
CC(=O)c1cc(CN2CCC(C(=O)Nc3cccc(-c4cscn4)c3)CC2)cs1 | -3.8 | -1.4 | -2.9 | -4.7 | -1.7 | -2.4 | 2.0 | -3.2 | -4.3 | -1.6 | -1.6
Cc1ccc(CNC(=O)CCN2C(=O)[C@@H]3Cc4ccccc4CN3C2=O)cc1 | -0.2 | 3.2 | -1.9 | -5.0 | -1.0 | 0.3 | -2.7 | 0.9 | 0.6 | -0.5 | 1.9
O=C(CN(c1ccc(F)cc1)S(=O)(=O)c1ccccc1)NCc1ccco1 | -0.2 | -0.1 | 1.9 | 10.7 | 0.2 | -0.5 | -2.6 | -2.3 | -2.5 | -0.7 | -0.4
N#Cc1ccc(OCC(=O)NCCCN2CCCC2=O)cc1 | 0.4 | -0.4 | -3.6 | -13.7 | -1.2 | 2.1 | -4.5 | -0.8 | -0.7 | -2.3 | -2.1
Cc1cccc(NC(=S)NCCc2ccccc2)c1C | -0.2 | 0.8 | 4.0 | 10.4 | -1.8 | -0.9 | 0.7 | 1.3 | -0.2 | -0.8 | 0.9
CC(C)(C)CN1CCNC[C@H]1Cc1cccc2ccccc12 | -0.3 | 1.3 | 0.1 | -2.4 | -1.4 | 1.1 | -0.9 | -1.2 | 1.2 | -1.0 | -0.7
Cc1ccc2nc(NC(=O)C3CCN(S(=O)(=O)c4cnc[nH]4)CC3)sc2c1 | -0.9 | 8.0 | -2.0 | 2.5 | -1.5 | -3.0 | 4.8 | -0.2 | -1.1 | -0.9 | -2.2
COc1ccc(CNC(=O)C(NC(C)=O)C(=O)Nc2ccc(C(C)C)cc2)cc1 (centres undefined) | -0.3 | 6.6 | -3.0 | 1.0 | -0.6 | 2.0 | -3.1 | -0.9 | -2.5 | 1.6 | -0.3
CCOc1ccc(C(C)NC(=O)c2cccnc2OCC)cc1OCC (centres undefined) | -0.1 | 1.0 | 0.6 | -0.5 | -1.1 | -0.5 | -0.8 | 1.5 | 0.5 | -2.1 | -1.6
c1ccc(-c2cc3c(ccc4nonc43)nn2)cc1 | 1.1 | -2.2 | -0.5 | -1.8 | -0.5 | 0.5 | -3.8 | 0.1 | -0.2 | 0.4 | 0.2
CN(C)/C=N/c1cc(=O)[nH]c(=O)n1C | -0.1 | 1.3 | 1.1 | -3.6 | -1.2 | 1.5 | -1.6 | 2.7 | 0.1 | 2.0 | 0.6
O=C(CCN1C(=O)COc2ccccc21)NCCN1CCN(c2ccccc2F)CC1 | -0.2 | -2.1 | 8.7* | -1.8 | -1.1 | 1.3 | 0.5 | -1.9 | -1.9 | -0.3 | -2.9
Cc1ccc(C(=O)NC2CC(C)(C)NC(C)(C)C2)cc1C | 1.0 | 2.7 | -1.4 | 4.9 | -0.7 | -0.4 | -6.6 | -1.6 | 1.9 | -0.4 | -0.4
Cc1ccc(OCc2nnc(SCC(=O)Nc3nccs3)n2-c2ccccc2)cc1C | 0.1 | -5.8 | 0.2 | -7.0 | -1.5 | -0.1 | -0.2 | 1.8 | 1.5 | 0.3 | 0.2
Cc1ccc2c(c1)C(=O)CC1(CCCC1)O2 | 0.2 | 2.9 | 1.8 | -2.6 | -1.3 | 0.1 | 5.2 | 0.1 | 2.7 | 2.5 | 0.6
O=C(Cn1ncc2c([nH]c3ccccc32)c1=O)Nc1cccnc1 | -4.0 | 0.4 | -0.4 | -12.4 | -1.3 | 0.7 | -3.7 | -2.2 | 0.3 | 0.8 | 0.0
COc1ccc(/C=C/C(=O)NCC(=O)N=Nc2c(O)[nH]c3ccc([N+](=O)[O-])cc23)cc1 | -0.2 | -0.1 | -1.5 | -5.5 | -0.8 | 0.4 | 2.7 | 2.1 | 2.4 | -2.2 | -1.4
CCOc1ccc(NC(=O)C(CC(=O)O)Cc2ccccc2)cc1 (centres undefined) | -0.3 | 1.0 | -4.5 | -3.6 | -1.0 | 0.0 | -6.3 | 0.6 | 0.9 | -2.3 | -1.4
Nc1ncnc2c1ncn2[C@@H]1O[C@H](CNCc2c(OCc3ccccc3F)ccc3ccccc23)[C@@H](O)[C@H]1O | -1.7 | -12.9 | -2.9 | -1.6 | -0.6 | -1.4 | -3.5 | -3.1 | -3.8 | 2.5 | -3.3
CC(O)c1nc2ccccc2n1C(C)c1ccccc1 (centres undefined) | -0.1 | 4.5 | 0.6 | 0.1 | -0.8 | 0.9 | 1.0 | 1.1 | -2.3 | -2.8 | -1.3
Nc1nnc(-c2ccncc2)s1 | -0.2 | -0.3 | -0.1 | -178.9 | -1.1 | -0.1 | -46.5 | 2.1 | 1.1 | -2.0 | 0.5
COc1ccc(C(=O)N2CCCCC2c2cc(C(=O)Nc3ccc(F)c(Cl)c3)no2)cc1 (centres undefined) | -3.1 | 0.6 | -2.6 | 4.0 | -1.5 | . | 7.7 | -0.4 | -1.9 | 0.7 | -2.4
COC(=O)C(C)n1nc(C)n(-c2ccc(C)cc2)c1=O (centres undefined) | 0.5 | -7.3 | 4.7 | -0.6 | -0.9 | 1.1 | 0.8 | -0.9 | 0.6 | -2.2 | 1.1
O=C1NC[C@H](CCCCN2C[C@H](Cc3ccc(O)cc3)N(Cc3ccccc3)C(=O)C2=O)N(Cc2ccccc2)C1=O | 0.3 | 3.7 | 0.0 | 1.1 | -1.2 | . | -2.9 | . | -1.9 | -1.6 | -1.8
CCCCC(=O)N(c1ccc(C(=O)O)cc1)c1nc(-c2ccc(Cl)cc2)c(CC)s1 | 0.3 | -8.8 | -4.4 | 2.6 | -0.8 | -0.5 | -1.5 | 1.3 | 0.4 | -0.8 | 0.7
COc1ccc(CN2C(=O)c3ccccc3C(/C=N/OCc3ccc(Cl)cc3)C2=O)cc1 (centres undefined) | 0.5 | -0.5 | -0.4 | -107.2 | -1.4 | 0.0 | -39.7 | 3.0 | -3.1 | 0.1 | -2.3
COc1ccc(CCNC(=O)c2cn(C)c3ccc(S(=O)(=O)N4CCOCC4)cc3c2=O)cc1OC | 1.8 | -0.3 | 5.9 | 1.9 | -1.2 | 0.4 | -0.6 | 0.5 | 4.7 | 0.1 | -1.1
O=C1Nc2ccccc2N(O)N1c1cc(-c2cccc(Cl)c2)no1 | 0.0 | 0.8 | -0.2 | 0.8 | -1.0 | 0.7 | -2.1 | 0.0 | 0.9 | -0.1 | 0.0
CCOC(=O)N1CCN(C(=O)CN(C)S(=O)(=O)c2ccc3c(c2)C(C)(C)C(=O)N3C)CC1 | 0.1 | -0.3 | 0.5 | -5.2 | -1.4 | -1.1 | -2.6 | -1.2 | -2.3 | 0.7 | 2.6
Cc1cccc(NC(=O)c2cc([N+](=O)[O-])ccc2Cl)c1O | -1.9 | -4.0 | -0.7 | 0.7 | 0.5 | 0.6 | 0.3 | 0.2 | 7.4 | -3.0 | 6.3*
N#C/C(=C\c1ccc(O)c(O)c1)C(=O)Nc1cccc2ncccc12 | -0.2 | -6.3 | 1.2 | -385.2 | -0.5 | -0.9 | -150.8 | -0.7 | 2.8 | -5.7 | 1.8
